FXIa single inh = blocks human coagulation factor XIa activity | purified human FXIa, fluorogenic AMC substrate cleavage | inhibition, % at 10 µM | hit rate 0.3% among 33,000 | AID 687;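 active = inhibition above 40% in the primary screen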;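 also: 0% = enzyme without compound and 100% = blank wells lacking enzyme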
FXIIa single = inhibitors of human coagulation factor XIIa. purified human FXIIa, AMC substrate fluorescence, 2 h. hit rate 0.2% among 33,000. P00748. inhibition, % at 10 µM; in the data active = inhibition above about 30%;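 also: 0% = enzyme with vehicle only and 100% = no enzyme blank; many of its hits are not listed in these tables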
Target sequence (P00748 20-372 limits assumed): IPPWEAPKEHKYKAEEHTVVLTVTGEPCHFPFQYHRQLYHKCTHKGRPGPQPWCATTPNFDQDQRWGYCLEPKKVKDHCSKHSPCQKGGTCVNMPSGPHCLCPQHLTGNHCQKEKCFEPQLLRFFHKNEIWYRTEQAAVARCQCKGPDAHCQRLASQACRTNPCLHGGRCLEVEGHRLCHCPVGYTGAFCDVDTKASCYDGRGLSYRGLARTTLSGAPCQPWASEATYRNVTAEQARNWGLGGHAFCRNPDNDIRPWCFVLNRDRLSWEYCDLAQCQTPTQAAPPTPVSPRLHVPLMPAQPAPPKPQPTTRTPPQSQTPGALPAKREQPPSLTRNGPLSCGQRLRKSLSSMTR
Target sequence (P00748 373-615 limits assumed): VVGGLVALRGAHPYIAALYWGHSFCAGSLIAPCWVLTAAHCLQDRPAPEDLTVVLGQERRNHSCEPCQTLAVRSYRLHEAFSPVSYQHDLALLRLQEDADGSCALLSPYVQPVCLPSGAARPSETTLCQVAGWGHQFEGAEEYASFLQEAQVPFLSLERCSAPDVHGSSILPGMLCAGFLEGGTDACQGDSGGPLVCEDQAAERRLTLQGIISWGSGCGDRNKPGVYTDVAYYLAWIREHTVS
* = called active by the depositor. A portion of the library; count on the stated rates, not on these rows.

Sample of the layout (25 entries):
Values run as follows: FXIa single inh	FXIIa single
> COc1ccc(NC(=O)C23CCC(C)(C(=O)O2)C3(C)C)cc1 (stereo unspecified)
 : -6	3
> O=C(Nc1cnn(C23CC4CC(CC(C4)C2)C3)c1)c1cnn2c(C(F)(F)F)cc(-c3ccco3)nc12
 : 3	3
> Cc1oc2cc(OCC(=O)O)ccc2c(=O)c1Oc1ccccc1
 : 7	8
> CCN(CC)CCSc1nc(O)c(C(C)C)c(=O)[nH]1
 : -12	-13
> CCC(C)NCCCOc1cc(Cl)ccc1Cl (stereo unspecified)
 : 16	-10
> OCCNC(=S)NC1CCCCC1
 : -8	5
> COc1ccc(CCNC(=O)CSc2nnc(CNC(=O)c3cccs3)o2)cc1OC
 : 11	2
> COc1ccc(C(=O)CC(c2ccccc2)C2CCCCC2=O)cc1 (stereo unspecified)
 : 1	-2
> COc1cc2cc(C)c3nnc(SCC(N)=O)n3c2cc1OC
 : -2	6
> Cc1cccc(NS(=O)(=O)Cc2ccccc2)n1
 : 0	8
> CCN1CCN(CCn2c(=S)[nH]c3ccccc3c2=O)CC1
 : 2	-4
> Cc1cnc(NC(=O)CSc2nnc(Cc3ccccc3)n2C)s1
 : -4	0
> Cc1cc2ncn(C3CC(=O)N(Cc4ccccc4)C3=O)c2cc1C (stereo unspecified)
 : -1	1
> CC1CC2(NC(=O)NC2=O)C(C)CN1C (stereo unspecified)
 : -2	2
> Cc1c(NC(=O)CSc2nc3ccccc3n2C)c(=O)n(-c2ccccc2)n1C
 : 4	11
> CC1=CC(C)(C)N2C(=O)C3(C(C#N)=C(N)OC4=C3C(=O)CC(C)(C)C4)c3c(C)c(C)cc1c32 (stereo unspecified)
 : -1	12
> Cc1cc(C)c2c(c1)/C(=C/C(=O)c1ccc(Br)s1)C(=O)N2
 : 3	6
> COc1cc(S(=O)(=O)N(Cc2ccccn2)Cc2ccco2)ccc1-n1cnnn1
 : 1	10
> Cc1cc(NC(=O)c2ccc(N(C)S(=O)(=O)c3ccccc3)cc2)no1
 : 1	-4
> CC(=O)c1c(C)nc(-c2ccccc2)n1O
 : 2	2
> Cc1ccc(NC(=O)Cn2c(=O)oc3cc(S(=O)(=O)N4CCC(C)CC4)ccc32)cc1C
 : 4	3
> CCN(CC)S(=O)(=O)c1ccc(NC(=O)C(C)N(c2ccccc2)S(C)(=O)=O)cc1 (stereo unspecified)
 : 0	10
> CNc1nc(-c2ccccn2)nnc1-c1ccccc1
 : -2	11
> COC(=O)C1=C(C)N(CCc2ccccc2)C(=O)C1(NS(=O)(=O)c1ccc(NC(C)=O)cc1)C(F)(F)F (stereo unspecified)
 : -1	8
> Cc1cccc(-c2noc(C3CCCCC3)n2)c1
 : 0	9

The whole of this part (from the top)
Values run as follows: FXIa single inh	FXIIa single
> COc1ccc(NC(=O)C23CCC(C)(C(=O)O2)C3(C)C)cc1 (stereo unspecified)
 : -6	3
> O=C(Nc1cnn(C23CC4CC(CC(C4)C2)C3)c1)c1cnn2c(C(F)(F)F)cc(-c3ccco3)nc12
 : 3	3
> Cc1oc2cc(OCC(=O)O)ccc2c(=O)c1Oc1ccccc1
 : 7	8
> CCN(CC)CCSc1nc(O)c(C(C)C)c(=O)[nH]1
 : -12	-13
> CCC(C)NCCCOc1cc(Cl)ccc1Cl (stereo unspecified)
 : 16	-10
> OCCNC(=S)NC1CCCCC1
 : -8	5
> COc1ccc(CCNC(=O)CSc2nnc(CNC(=O)c3cccs3)o2)cc1OC
 : 11	2
> COc1ccc(C(=O)CC(c2ccccc2)C2CCCCC2=O)cc1 (stereo unspecified)
 : 1	-2
> COc1cc2cc(C)c3nnc(SCC(N)=O)n3c2cc1OC
 : -2	6
> Cc1cccc(NS(=O)(=O)Cc2ccccc2)n1
 : 0	8
> CCN1CCN(CCn2c(=S)[nH]c3ccccc3c2=O)CC1
 : 2	-4
> Cc1cnc(NC(=O)CSc2nnc(Cc3ccccc3)n2C)s1
 : -4	0
> Cc1cc2ncn(C3CC(=O)N(Cc4ccccc4)C3=O)c2cc1C (stereo unspecified)
 : -1	1
> CC1CC2(NC(=O)NC2=O)C(C)CN1C (stereo unspecified)
 : -2	2
> Cc1c(NC(=O)CSc2nc3ccccc3n2C)c(=O)n(-c2ccccc2)n1C
 : 4	11
> CC1=CC(C)(C)N2C(=O)C3(C(C#N)=C(N)OC4=C3C(=O)CC(C)(C)C4)c3c(C)c(C)cc1c32 (stereo unspecified)
 : -1	12
> Cc1cc(C)c2c(c1)/C(=C/C(=O)c1ccc(Br)s1)C(=O)N2
 : 3	6
> COc1cc(S(=O)(=O)N(Cc2ccccn2)Cc2ccco2)ccc1-n1cnnn1
 : 1	10
> Cc1cc(NC(=O)c2ccc(N(C)S(=O)(=O)c3ccccc3)cc2)no1
 : 1	-4
> CC(=O)c1c(C)nc(-c2ccccc2)n1O
 : 2	2
> Cc1ccc(NC(=O)Cn2c(=O)oc3cc(S(=O)(=O)N4CCC(C)CC4)ccc32)cc1C
 : 4	3
> CCN(CC)S(=O)(=O)c1ccc(NC(=O)C(C)N(c2ccccc2)S(C)(=O)=O)cc1 (stereo unspecified)
 : 0	10
> CNc1nc(-c2ccccn2)nnc1-c1ccccc1
 : -2	11
> COC(=O)C1=C(C)N(CCc2ccccc2)C(=O)C1(NS(=O)(=O)c1ccc(NC(C)=O)cc1)C(F)(F)F (stereo unspecified)
 : -1	8
> Cc1cccc(-c2noc(C3CCCCC3)n2)c1
 : 0	9
> CCSc1nc2c(sc3ccccc32)c(=O)n1C(C)C
 : -7	3
> CC1(C)CC(=O)C2=C(C1)N(Cc1ccccc1)C(=O)C2(O)C(F)(F)F (stereo unspecified)
 : 4	3
> CCOC(=O)CSC1=C(C#N)C(c2ccc(C)cc2)C(C(=O)OC)C(=O)N1 (stereo unspecified)
 : 6	6
> COC1(c2ccccc2)NC(=S)NN=C1c1ccccc1 (stereo unspecified)
 : 6	8
> CCOC(=O)c1ccc(N2C(=O)CC(N3CCCC(C)C3)C2=O)cc1 (stereo unspecified)
 : -10	4

Structural class, the compounds so far containing a cyano group.
Values run as follows: FXIa single inh	FXIIa single
> CC1=CC(C)(C)N2C(=O)C3(C(C#N)=C(N)OC4=C3C(=O)CC(C)(C)C4)c3c(C)c(C)cc1c32 (stereo unspecified)
 : -1	12
> CCOC(=O)CSC1=C(C#N)C(c2ccc(C)cc2)C(C(=O)OC)C(=O)N1 (stereo unspecified)
 : 6	6

(more compounds)
Values run as follows: FXIa single inh	FXIIa single
> COc1cccc(S(=O)(=O)Nc2cccc(C(=O)N3CCOCC3)c2)c1
 : -6	2
> O=C(COc1ccc(Br)cc1)N1CCN(c2ccccc2)CC1
 : 21	-12
> COc1ccc(CNc2nc(-c3ccccc3)nn2C(=O)c2cccs2)cc1
 : -1	1
> CC(=O)c1c(N2CCN(C(=O)c3ccco3)CC2)nc(=S)n(-c2ccccc2)c1C
 : -3	0
> COc1ccc(/C=C2\CCCC(C(=O)C(F)(F)F)=C2O)cc1
 : -13	-11
> Cc1cc(C)nc(NS(=O)(=O)c2ccc(NC(=O)CCC3COc4ccccc4O3)cc2)n1 (stereo unspecified)
 : -2	4
> CC(=O)c1ccc(NC(=O)C2CC(=O)N(Cc3ccccc3)C2)cc1 (stereo unspecified)
 : -11	5
> c1ccc(C2(CNc3ccccn3)CCCC2)cc1
 : -3	5
> Cc1cc(C)c2c(N)c(S(=O)(=O)c3ccccc3)sc2n1
 : -1	3
> COc1ccc(CNn2c(-c3cccc(C)c3)nc3ccccc3c2=O)cc1OC
 : 7	6
> CCC(C(=O)NC(C)(C)C)N(C(=O)Cn1nnc(-c2cccs2)n1)c1cnc2ccccc2c1 (stereo unspecified)
 : 27	-11
> COCCn1c(SCc2nc3ccccc3s2)nc2ccccc21
 : 4	2
> CCO/C([O-])=N/c1c[n+](N2CCOCC2)no1
 : 6	2
> Cc1cc(C)cc(-c2nnc(SCC(=O)c3ccc4c(c3)OCCO4)o2)c1
 : -4	-1
> Cc1c(NC(=O)c2ccccc2F)c(=O)n(-c2ccccc2)n1C
 : 9	8
> Cc1csc(NC(=O)CCSCCc2ccccn2)n1
 : 0	0
> C1=C(CCNC2=NCCCCC2)CCCC1
 : 4	-1
> O=C(Cn1nc(Cl)nc1Cl)c1cc2ccccc2oc1=O
 : 1	3
> Nc1nc2n(c1C(=O)c1ccccc1)CCC2
 : 3	5
> Clc1ccc(OCc2nc(-c3ccc(Br)o3)no2)cc1
 : 1	0
> c1ccc(CN2CCC(Nc3nc(-c4ccccc4)nc4ccccc34)CC2)cc1
 : -10	6
> Cc1cc(NC(=O)c2cc3ncc(Br)cn3n2)no1
 : 1	7
> CCOC(=O)Cc1csc(SC(C)C(=O)Nc2ccc(NC(C)=O)cc2)n1 (stereo unspecified)
 : -2	0
> Cc1ccc(S(=O)(=O)Nc2ccc3nc(N)sc3c2)cc1
 : 5	5
> Cc1ccc2nc(C)cc(N3CCOCC3)c2c1
 : 3	-11
> CC(C)C[C@H](NC(=O)OC(C)(C)C)C(=O)N1CCC(C(=O)N[C@@H](Cc2ccccc2)C(=O)O)CC1
 : 0	5
> O=C(CCCn1c(=O)[nH]c2cc(Cl)ccc2c1=O)NC1CCCCCCC1
 : -4	10
> COc1cc(-c2nnc(SC(C)C(=O)Nc3c(C)n(C)n(-c4ccccc4)c3=O)o2)cc(OC)c1OC (stereo unspecified)
 : 14	-11
> CCCCOC(=O)Nc1cc(OC)c(Cl)cc1OC
 : -3	-2
> CCCCOc1ccc(CNC(=O)NS(=O)(=O)c2ccc(OCC)cc2)cc1
 : 13	-13

Remaining list, next part.
mol,FXIa single inh,FXIIa single
C=CCNC(=O)c1nc2ccccc2s1,1,1
O=C(O)CCCC(=O)NS(=O)(=O)c1ccc(Cl)cc1,-1,14
N#Cc1c(NC(=O)c2cccnc2)sc2c1CCC2,29,-10
Cc1cccc2cc(CN(Cc3ccccc3)C(=O)N(C)C)c(=O)[nH]c12,1,10
O=C(c1ccc(Cl)cc1)c1coc2ccc(O)cc12,34,-18
CCOC(=O)N1CCN(C(=O)Nc2ccc(Cl)cc2)CC1,7,6
CCNC(=O)CN1C(=O)NC2(CCCCCC2)C1=O,-2,4
CC(C)OC(=O)C1=C(N)N2C(=O)CSC2=C(C(=O)OC(C)C)C1,-12,5
Cn1c(=O)c2c(nc(N3CCOCC3)n2CCSc2ncccn2)n(C)c1=O,2,2
c1ccc(-c2nc(N3CCCCC3)nc3ccccc23)cc1,1,1
Cc1cc(C)nc(NS(=O)(=O)c2ccc(N)cc2)n1,7,7
O=C1C2C(c3ccccc3)C=CC(c3ccccc3)C2C(=O)N1C1CCCCC1 (stereo unspecified),-7,1
O=C(Cn1cnc2ccccc2c1=O)c1ccccc1,0,5
COc1cc(NC(=O)c2cccs2)c(C(=O)OCC(=O)NC(=O)NC(C)(C)C)cc1OC,17,-8
CCCCSCc1ccc(C(=O)O)o1,-2,7
COc1ccc(C2C(C(C)=O)=C(O)C(=O)N2Cc2cccnc2)cc1 (stereo unspecified),0,10
O=C(c1ccco1)N(Cc1cccs1)C1CCS(=O)(=O)C1 (stereo unspecified),-1,4
O=S1(=O)NC(=NC2CCCCCC2)c2ccccc21,-4,1
Cc1ccc(-c2ccc(CCC(=O)O)n2CC2CCCO2)cc1 (stereo unspecified),3,-1
Cc1ccc(CNC(=O)C2CCCN(C(=O)N(C)C)C2)cc1 (stereo unspecified),3,12
COc1cccc(CNc2ccc(Br)cn2)c1O,-1,4
O=C(O)CSCc1c(F)cccc1Cl,-3,5
CCc1cc2c(-n3nc(C)cc3C)ncnc2s1,-1,2
COc1ccc(CCN2CCCn3c2nc2c3c(=O)n(Cc3ccccc3F)c(=O)n2C)cc1OC,1,8
CCN1C(=O)/C(=C\c2cccs2)C(C(=O)OC)=C1C,-3,9
O=C(CSC1=Nc2ccccc2C2=NC(CC(=O)NCc3ccco3)C(=O)N12)NCc1ccco1 (stereo unspecified),-4,4
CC(=O)O[C@@H]1[C@@H](OC(C)=O)[C@H](n2ccc3cc([N+](=O)[O-])ccc32)OC[C@@H]1OC(C)=O,-1,-14
COc1ccc(Nc2nc(-c3cccs3)cs2)cc1,6,3
Cc1ccc(OCCNC(=O)Cn2cnc3c(=O)n(C)c(=O)n(C)c32)cc1C,5,-19
O=C(CN(C(=O)C1COc2ccccc2O1)c1ccccc1)NCC1CCCO1 (stereo unspecified),-1,7
COc1cc(C)c(C)cc1S(=O)(=O)N1CCCCC1c1cccnc1 (stereo unspecified),8,3
Cc1ccc(NC(=O)CC(O)(C(F)(F)F)C(F)(F)F)c(Br)c1,-1,-14
O=C(CC1C(=O)NCCN1C(=O)Nc1ccccc1)Nc1cccc(C(F)(F)F)c1 (stereo unspecified),0,-1
Cc1cc(OCc2ccc(F)cc2)nc(-c2ccccc2O)n1,7,7
CC(=O)c1cccc(NC(=O)c2onc(C)c2Cl)c1,-6,-10
Cc1ccc(NC(=S)N/C(=N/S(=O)(=O)c2ccccc2)c2ccccc2)cc1,17,-12
CC1=C(C(=O)OCc2ccc3c(c2)OCO3)C(c2ccccc2OCc2ccccc2)NC(=O)N1 (stereo unspecified),21,-11

Assay outcomes as filed in PubChem.
